GDH-TPI inh – GDH-TPI coupled enzyme inhibition counter-screen | GDH-TPI coupled enzyme counterscreen, NADH absorbance | inhibition, % at 4.8 µM | 1.2% of 360,000 active;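 further: 0% = DMSO wells and 100% = wells lacking the enzyme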
Mtb UGM inh – inhibitors of M. tuberculosis UDP-galactopyranose mutase; purified UGM, fluorescence polarization probe displacement; inhibition, % at 10 µM; AID 504406; 0.06% of 320,000 active; in the data active means inhibition above about 10%, passing the limit was not always enough; inconclusive means no clear call, values can overlap the other calls
Target sequence (P9WIQ1 whole entry, looked up): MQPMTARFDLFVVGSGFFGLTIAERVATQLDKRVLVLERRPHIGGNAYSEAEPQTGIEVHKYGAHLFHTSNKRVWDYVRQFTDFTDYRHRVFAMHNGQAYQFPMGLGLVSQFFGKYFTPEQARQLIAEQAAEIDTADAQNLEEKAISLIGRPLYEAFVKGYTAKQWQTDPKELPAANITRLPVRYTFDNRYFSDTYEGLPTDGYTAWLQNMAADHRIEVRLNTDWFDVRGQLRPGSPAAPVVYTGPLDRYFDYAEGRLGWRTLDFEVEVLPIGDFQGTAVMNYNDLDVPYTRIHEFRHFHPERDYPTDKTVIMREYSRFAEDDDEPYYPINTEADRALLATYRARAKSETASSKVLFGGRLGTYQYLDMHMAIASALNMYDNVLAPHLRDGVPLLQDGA
CCHF vOTU inh – blocks the CCHF virus ovarian tumor domain protease; CCHFV vOTU protease, Pep-AMC fluorescence; inhibition, % at 11.5 µM; 0.55% of 370,000 active; further: 0% = vehicle wells with enzyme and 100% = no enzyme wells
FadD28 FP inh – inhibitors of Mycobacterium tuberculosis FadD28 bisubstrate binding. FadD28 bisubstrate probe binding, fluorescence polarization. inhibition, % at 12.5 µM. 0.22% of 360,000 active; in the data active means inhibition above about 8.5%, passing the limit was not always enough; inconclusive means no clear call, values can overlap the other calls
BoNT A protease – inhibitors of Botulinum neurotoxin A light chain protease | multiplex microsphere protease substrate cleavage, flow cytometry | inhibition, % at 10 µM | 0.17% of 360,000 active; in the data active means inhibition above about 30%; inconclusive means no clear call, values can overlap the other calls; further: plate controls were buffer without enzyme for full effect and enzyme alone for no effect
BoNT-F LC inh – blocks Botulinum neurotoxin F light chain protease. Multiplex microsphere protease cleavage assay, flow cytometry. inhibition, % at 10 µM. 0.22% of 360,000 active. AID 588497; in the data active means inhibition above about 35%, passing the limit was not always enough; inconclusive means no clear call, values can overlap the other calls; further: plate controls were buffer without enzyme for full effect and enzyme alone for no effect
PrPC surface inh – inhibitors of human cell surface prion protein PrPC | P04156 | TR-FRET read-out | inhibition, % at 13.8 µM | 0.43% of 370,000 active; in the data active means inhibition above about 24%; further: 0% = median of the test wells and 100% = reference compound wells
Mtb FBA inh – inhibits M. tuberculosis FBA enzyme; purified M. tuberculosis FBA, fluorescence read-out; inhibition, % at 1 µM; 2.3% of 360,000 active; in the data active means inhibition above about 27%;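 further: 0% = vehicle and 100% = reference inhibitor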
Target sequence (P9WQA3 whole entry, looked up): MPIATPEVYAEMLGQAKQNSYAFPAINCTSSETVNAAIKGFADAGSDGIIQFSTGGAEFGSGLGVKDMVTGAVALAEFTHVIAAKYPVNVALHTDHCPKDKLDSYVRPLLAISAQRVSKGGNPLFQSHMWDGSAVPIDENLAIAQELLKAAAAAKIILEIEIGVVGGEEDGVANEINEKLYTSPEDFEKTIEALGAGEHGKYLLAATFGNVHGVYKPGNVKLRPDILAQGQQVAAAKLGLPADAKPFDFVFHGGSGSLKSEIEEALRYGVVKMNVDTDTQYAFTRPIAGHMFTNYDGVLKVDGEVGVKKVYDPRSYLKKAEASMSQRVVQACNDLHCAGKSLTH
BioA inh – BioA (M. tuberculosis) enzyme inhibition; 0.096% of 360,000 active; inhibition, % at 9.99 µM; purified M. tuberculosis BioA enzyme, plate reader; AID 602481; in the data active means inhibition above about 40%; inconclusive means no clear call, values can overlap the other calls
* hit, by the source's call. Unless noted, no stated cut-off is given here; in the data, active means inhibition above about 30%; inactive means the rest.

`Cc1cccc2cc(CN(CC3CCCO3)C(=S)Nc3ccccc3)c(=O)[nH]c12` (configuration not stated) gave GDH-TPI inh 10.5, Mtb UGM inh 0.1, CCHF vOTU inh -11.7, FadD28 FP inh -1.4, BoNT A protease -0.2, BoNT-F LC inh -0.3, PrPC surface inh -1.3, Mtb FBA inh 3.0 and BioA inh 1.0.
COC(=O)Nc1cc(C(=O)c2ccc(Cl)cc2Cl)c[nH]1 was read as GDH-TPI inh 0.7, Mtb UGM inh 1.2, CCHF vOTU inh -6.9, FadD28 FP inh 1.3, BoNT A protease -1.4, BoNT-F LC inh -5.2, PrPC surface inh 1.9, Mtb FBA inh 2.6 and BioA inh 1.4.
CC(C)Cn1c(=O)c(C(=O)N/N=C/c2cccc(F)c2)c(O)c2ccccc21 was read as GDH-TPI inh 7.4, Mtb UGM inh -2.3, CCHF vOTU inh -1.6, FadD28 FP inh -2.8, BoNT A protease 0.1, BoNT-F LC inh -1.1, PrPC surface inh 1.6, Mtb FBA inh 0.2 and BioA inh -0.6.
Screening Cc1ccc(NC(=S)NCc2ccc3c(c2)cc(C)n3C)c(C)c1 returned GDH-TPI inh -6.4, Mtb UGM inh -5.2, CCHF vOTU inh 0.2, FadD28 FP inh -5.8, BoNT A protease 26.5, BoNT-F LC inh -110.1, PrPC surface inh 9.6 and Mtb FBA inh -3.3.
`Cc1ccc(S(=O)(=O)N2CCN(C(=O)C(C)Cn3cncn3)CC2)cc1` (configuration not stated) gave GDH-TPI inh 0.0, Mtb UGM inh -4.2, CCHF vOTU inh -12.5, FadD28 FP inh -2.6, BoNT A protease 0.7, BoNT-F LC inh -4.3, PrPC surface inh 5.3, Mtb FBA inh 3.8 and BioA inh -0.9.
Screening Cc1ccc(/C=N/NC(=O)c2nc3nc(C)cc(C)n3n2)cc1 returned GDH-TPI inh 10.6, Mtb UGM inh 1.4, CCHF vOTU inh -4.3, FadD28 FP inh -0.2, BoNT A protease -1.3, BoNT-F LC inh -4.6, PrPC surface inh 0.1 and Mtb FBA inh 1.5.
O=C(c1cc(COc2ccc(F)cc2Cl)on1)N1CCCCC1c1cccnc1 (configuration not stated) was read as GDH-TPI inh 6.9, Mtb UGM inh 1.2, CCHF vOTU inh 12.2, FadD28 FP inh -3.5, BoNT A protease 2.6, BoNT-F LC inh 8.0, PrPC surface inh 13.0, Mtb FBA inh 3.0 and BioA inh -0.9.
`COc1ccc(-c2noc(-c3ccccc3C(=O)NCC3CCCO3)n2)cc1` (configuration not stated) gave GDH-TPI inh 14.7, Mtb UGM inh -1.9, CCHF vOTU inh -3.6, FadD28 FP inh 1.7, BoNT A protease -0.8, BoNT-F LC inh -8.0, PrPC surface inh 10.8 and Mtb FBA inh 0.8.
Screening CCc1cc2c(=O)c(-c3nc4ccccc4n3C)c(CCCC(=O)O)oc2cc1OC(=O)C(C)(C)C returned GDH-TPI inh 8.1, Mtb UGM inh -6.7, CCHF vOTU inh -1.6, FadD28 FP inh -4.8, BoNT A protease 0.2, BoNT-F LC inh -3.5, PrPC surface inh -2.5, Mtb FBA inh -0.1 and BioA inh 2.1.
For O=c1c2ccccc2nnn1Cc1ccccn1 the results were GDH-TPI inh 15.7, Mtb UGM inh -1.3, CCHF vOTU inh 0.3, FadD28 FP inh 0.9, BoNT A protease -0.6, BoNT-F LC inh -4.5, PrPC surface inh 4.2 and Mtb FBA inh 2.6.
`CC(NC(=O)Cn1cnnn1)c1cccc(C(F)(F)F)c1` (configuration not stated) gave GDH-TPI inh -0.7, Mtb UGM inh -2.4, CCHF vOTU inh -15.6, FadD28 FP inh -0.6, BoNT A protease -3.6, BoNT-F LC inh -28.0, PrPC surface inh -3.4, Mtb FBA inh 0.7 and BioA inh 0.4.
`CC(NC(=O)/C(=C\c1ccco1)NC(=O)c1ccccc1Br)C(=O)O` (configuration not stated) gave GDH-TPI inh 1.3, Mtb UGM inh 0.9, CCHF vOTU inh 9.6, FadD28 FP inh -2.9, BoNT A protease -0.8, BoNT-F LC inh -4.1, PrPC surface inh -0.5 and Mtb FBA inh -0.1.
Screening CCc1nc(SCC(=O)c2cccs2)c2oc3ccccc3c2n1 returned GDH-TPI inh -6.4, Mtb UGM inh 0.8, CCHF vOTU inh 0.0, FadD28 FP inh -3.7, BoNT A protease -0.4, BoNT-F LC inh -2.1, PrPC surface inh -2.2 and Mtb FBA inh -0.1.
CC(Oc1ccc(Cl)cc1Cl)C(=O)Nc1cccnc1 (configuration not stated) was read as GDH-TPI inh 1.9, Mtb UGM inh -3.4, CCHF vOTU inh 19.7, FadD28 FP inh -0.5, BoNT A protease 0.1, BoNT-F LC inh 0.4, PrPC surface inh 1.6, Mtb FBA inh -1.1 and BioA inh 22.0.
CN1C(=O)[C@H]2[C@@H](/C=C/c3ccccc3)N3C(=O)CN(Cc4ccccc4)C(=O)[C@@]3(C)[C@H]2C1=O was read as GDH-TPI inh 6.0, Mtb UGM inh 0.3, CCHF vOTU inh 1.5, FadD28 FP inh 1.0, BoNT A protease -0.9, BoNT-F LC inh -6.0, PrPC surface inh 1.7, Mtb FBA inh 3.7 and BioA inh 7.2.

Quoted at random: two entries already listed
CC(C)Cn1c(=O)c(C(=O)N/N=C/c2cccc(F)c2)c(O)c2ccccc21 was read as GDH-TPI inh 7.4, Mtb UGM inh -2.3, CCHF vOTU inh -1.6, FadD28 FP inh -2.8, BoNT A protease 0.1, BoNT-F LC inh -1.1, PrPC surface inh 1.6, Mtb FBA inh 0.2 and BioA inh -0.6.
`Cc1ccc(S(=O)(=O)N2CCN(C(=O)C(C)Cn3cncn3)CC2)cc1` (configuration not stated) gave GDH-TPI inh 0.0, Mtb UGM inh -4.2, CCHF vOTU inh -12.5, FadD28 FP inh -2.6, BoNT A protease 0.7, BoNT-F LC inh -4.3, PrPC surface inh 5.3, Mtb FBA inh 3.8 and BioA inh -0.9.

(cont.)
`COc1ccc([N+](=O)[O-])cc1N(CC(=O)NC(C(C)C)C(C)C)S(C)(=O)=O` gave GDH-TPI inh 9.9, Mtb UGM inh 0.5, CCHF vOTU inh -14.5, FadD28 FP inh -1.2, BoNT A protease -2.2, BoNT-F LC inh -4.6, PrPC surface inh -5.6 and Mtb FBA inh 0.6.
CC(=O)CCC(=O)NCCc1ccccc1F was read as GDH-TPI inh -5.0, Mtb UGM inh 1.8, CCHF vOTU inh -3.5, FadD28 FP inh 0.7, BoNT A protease -0.3, BoNT-F LC inh -8.5, PrPC surface inh -3.9, Mtb FBA inh -1.8 and BioA inh -3.1.
Cc1ccc(-c2nc(SCC(N)=O)c(C#N)c3c2CCCC3)cc1 was read as GDH-TPI inh 15.5, Mtb UGM inh -0.6, CCHF vOTU inh 4.7, FadD28 FP inh -2.0, BoNT A protease 0.3, BoNT-F LC inh -5.8, PrPC surface inh -3.2 and Mtb FBA inh 3.3.
`CCC1(C)Cc2c(sc3[nH]c(=S)[nH]c(=S)c23)CO1` (configuration not stated) gave GDH-TPI inh 7.0, Mtb UGM inh 0.8, CCHF vOTU inh 9.0, FadD28 FP inh -3.8, BoNT A protease -1.2, BoNT-F LC inh 9.5, PrPC surface inh 6.8, Mtb FBA inh -1.0 and BioA inh 0.5.
For COc1ccccc1C(=O)NN(C)C1=NS(=O)(=O)c2ccccc21 the results were GDH-TPI inh -4.4, Mtb UGM inh -1.7, CCHF vOTU inh 3.3, FadD28 FP inh -3.0, BoNT A protease -1.1, BoNT-F LC inh 8.1, PrPC surface inh 0.8 and Mtb FBA inh -0.6.
Cc1cc2nc(NC(=O)C3(C)CCCN(C(C)C)C3)[nH]c2cc1C (configuration not stated) was read as GDH-TPI inh 0.9, CCHF vOTU inh -2.4, FadD28 FP inh -2.6, BoNT A protease -0.8, BoNT-F LC inh -9.3, PrPC surface inh 1.7, Mtb FBA inh -0.6 and BioA inh -0.7.
Screening CC(C)(C)OC(=O)C[C@@H]1C/C=C\C[C@@H](CC(=O)N[C@@H](CO)Cc2ccccc2)C(=O)NC[C@@H](c2ccccc2)OC1=O returned GDH-TPI inh -3.9, Mtb UGM inh 0.3, CCHF vOTU inh 7.2, FadD28 FP inh -2.5, BoNT A protease 0.3, BoNT-F LC inh -1.4, PrPC surface inh -4.3, Mtb FBA inh -1.2 and BioA inh 1.2.
For C/C(=N/O)c1ccc(Oc2cnccn2)cc1 the results were GDH-TPI inh -1.9, Mtb UGM inh -2.6, CCHF vOTU inh 3.8, FadD28 FP inh -2.6, BoNT A protease -0.7, BoNT-F LC inh -0.5, PrPC surface inh -3.0 and Mtb FBA inh 1.1.
`C/C(=N\NC(=O)c1ccc(Br)cc1)C1C(=O)c2ccccc2C1=O` gave GDH-TPI inh 23.3, Mtb UGM inh 1.6, CCHF vOTU inh 4.4, FadD28 FP inh inconclusive, BoNT A protease -0.1, BoNT-F LC inh -2.8, PrPC surface inh 1.5, Mtb FBA inh -3.8 and BioA inh -0.3.
`CCN(Cc1cnn(C)c1)C(=O)c1ccc(OC2CCN(S(=O)(=O)N(C)C)CC2)cc1` gave GDH-TPI inh -3.5, Mtb UGM inh 0.6, CCHF vOTU inh -6.9, FadD28 FP inh -2.8, BoNT A protease -0.2, BoNT-F LC inh -0.9, PrPC surface inh -4.1 and Mtb FBA inh -2.6.
`CC(=O)NCC(=O)N(c1c(C)n(C)n(-c2ccccc2)c1=O)C1(C(=O)NC2CCCC2)CCCCC1` gave GDH-TPI inh -2.5, Mtb UGM inh 2.8, CCHF vOTU inh 10.6, FadD28 FP inh 0.4, BoNT A protease 0.5, BoNT-F LC inh 7.9, PrPC surface inh -0.9, Mtb FBA inh -3.6 and BioA inh -0.6.
Screening CN(CC(=O)Nc1ccc(F)c(F)c1F)C(=O)C1CCCO1 (configuration not stated) returned GDH-TPI inh 1.8, Mtb UGM inh -2.6, CCHF vOTU inh 13.4, FadD28 FP inh -0.6, PrPC surface inh 0.3, Mtb FBA inh 5.3 and BioA inh 1.8.
For COc1ccc(-c2ocnc2C(=O)Nc2ccc(N3CCOCC3)cc2N2CCOCC2)cc1OC the results were GDH-TPI inh 9.6, Mtb UGM inh -3.7, CCHF vOTU inh 5.2, FadD28 FP inh 1.8, BoNT A protease -1.8, BoNT-F LC inh 7.7, PrPC surface inh -0.6, Mtb FBA inh -1.2 and BioA inh 11.6.
COc1ccc(S(=O)(=O)N2CCC(C(=O)N(C)Cc3ccc(C)o3)CC2)cc1OC was read as GDH-TPI inh 9.8, Mtb UGM inh 0.5, CCHF vOTU inh -5.1, BoNT A protease 1.5, BoNT-F LC inh 2.5, PrPC surface inh 0.5, Mtb FBA inh 6.0 and BioA inh -1.1.
Screening O=C(NCc1ccccc1)C(c1ccco1)N(C(=O)c1cnccn1)c1ccc(F)cc1 (configuration not stated) returned GDH-TPI inh 7.9, Mtb UGM inh 1.3, CCHF vOTU inh -2.9, FadD28 FP inh 0.0, BoNT A protease 0.5, BoNT-F LC inh -1.7, PrPC surface inh 0.1, Mtb FBA inh -3.0 and BioA inh 1.5.
Screening COc1cccc2[nH]c3c(=O)[nH]cnc3c12 returned GDH-TPI inh 10.2, Mtb UGM inh -0.7, CCHF vOTU inh -102.0, FadD28 FP inh -3.5, BoNT A protease 1.0, BoNT-F LC inh inconclusive, PrPC surface inh -2.8, Mtb FBA inh 132.6* and BioA inh -0.5.
`C=CCC(Nc1ccccc1)c1cccc(OC)c1OC` (configuration not stated) gave GDH-TPI inh -13.0, Mtb UGM inh 0.2, CCHF vOTU inh 3.5, FadD28 FP inh -3.8, BoNT A protease -6.7, BoNT-F LC inh -10.4, PrPC surface inh 9.9, Mtb FBA inh 0.6 and BioA inh 1.5.
For COc1ccc2nc(NC(=O)CSc3nc(C)cc(=O)[nH]3)sc2c1 the results were GDH-TPI inh 7.5, Mtb UGM inh 1.5, CCHF vOTU inh -9.6, FadD28 FP inh -2.8, BoNT A protease 0.7, BoNT-F LC inh 1.7, PrPC surface inh -1.3, Mtb FBA inh -2.4 and BioA inh -2.9.
For COc1cccc(Cn2cc(N)cn2)c1 the results were GDH-TPI inh -1.3, Mtb UGM inh 3.1, CCHF vOTU inh 18.5, FadD28 FP inh 0.5, BoNT A protease -1.0, BoNT-F LC inh -8.0, PrPC surface inh 1.8 and Mtb FBA inh 8.0.
`COC(=O)/C=C1/SC(=Nc2ccc(Cl)c(Cl)c2)NC1=O` gave GDH-TPI inh 14.0, Mtb UGM inh 1.7, CCHF vOTU inh 7.7, FadD28 FP inh -3.1, BoNT A protease -0.8, BoNT-F LC inh 0.7, PrPC surface inh -0.1, Mtb FBA inh 1.1 and BioA inh -1.2.

Assay outcomes (PubChem)
